Source: PubChem
NCI-60 one-dose screen, 48 h, at 10 µM unless noted. Numbers give growth in % (100 = growth as untreated, 0 = no growth, -100 = all killed).
OVCAR-5: OVCAR-5 ovarian cancer. 82,000 compounds, 2.9% hits
OVCAR-3: OVCAR-3 ovarian cancer; AID 1794787; 79,000 compounds, 7% hits
OVCAR-8: OVCAR-8 ovarian cancer. AID 1794782. 81,000 compounds, 4.4% hits
NCI-H322M: NCI-H322M lung cancer; 80,000 compounds, 2.7% hits
NCI-H522: NCI-H522 lung cancer; 78,000 compounds, 8% hits; AID 1794739
NCI-H460: NCI-H460 lung cancer; 82,000 compounds, 6.8% hits; AID 1794736
NCI-H226: NCI-H226 lung cancer. 79,000 compounds, 3.5% hits. AID 1794732
NCI/ADR-RES: NCI/ADR-RES ovarian cells. 81,000 compounds, 4.4% hits. AID 1794790
NCI-H23: NCI-H23 lung cancer | AID 1794731 | 80,000 compounds, 4% hits
Starred values were filed as active, the others as inactive; . = not tested or not shown. Rule for the calls: active = growth percent below 10; inactive = the rest.

SMILES	OVCAR-5	OVCAR-3	OVCAR-8	NCI-H322M	NCI-H522	NCI-H460	NCI-H226	NCI/ADR-RES	NCI-H23
O=C(CCc1nnc2sc(Cc3ccccc3Cl)nn12)c1nc2ccccc2[nH]1	105	82	94	85	97	99	89	96	90
Cc1cc(N=Nc2ccccc2)c(N)cc1N	93	96	96	76	92	102	89	100	90
O=C(c1ccccc1)C1(Br)CCCCC1	97	112	103	93	96	105	88	91	98
C=C(C)[C@@H]1CC[C@]2(C(=O)OC)CC[C@]3(C)[C@H](CC[C@@H]4[C@@]5(C)CC[C@H](NOCCCNCCC#N)C(C)(C)[C@@H]5CC[C@]43C)[C@@H]12	104	92	99	97	88	98	72	84	89
c1ccc(-c2noc3ncnc(Nc4ccc(N5CCOCC5)cc4)c23)cc1	95	110	102	96	97	101	.	101	92
COC(=O)c1cc2n(n1)-c1ncc(C(F)(F)F)cc1Oc1ccccc1-2	111	105	98	95	81	104	102	110	96
O=C(/C=C(/C=C/c1ccc(F)c(F)c1F)OB(F)F)/C=C/c1ccc(F)c(F)c1F	112	106	98	105	98	111	102	102	95
N#Cc1cnn2ccn(C3OC(COC(=O)c4ccccc4)C(OC(=O)c4ccccc4)C3OC(=O)c3ccccc3)c12 (centres undefined)	87	103	102	91	70	99	96	97	89
C/C=C/CNc1ccccc1	106	106	97	101	89	114	111	105	97
O=C(CNCCO)Nc1ccc2ncnc(Nc3ccc(OCc4cccc(F)c4)c(Cl)c3)c2c1	86	73	80	33	46	89	94	90	99
C=C(C)[C@@H]1CC[C@]2(COCCCN)CC[C@]3(C)[C@H](CC[C@@H]4[C@@]5(C)CC[C@H](OCCCN)C(C)(C)[C@@H]5CC[C@]43C)[C@@H]12	107	99	97	97	93	94	91	96	101
CCCCCCOC(=O)c1ccccc1Cl	107	105	101	103	101	107	100	110	99
CC(=O)Nc1ccc2cnn(C(C)=O)c2c1	106	109	112	89	102	103	90	102	100
COC(=O)c1ccncc1	95	110	103	108	103	110	96	103	107
O=C(NCn1c(=O)[nH]c2ccccc2c1=O)NNc1ccccc1	94	97	104	93	85	101	86	92	89
CN1CCN(CCOc2ccc(-c3cnc4c(-c5ccccc5F)cnn4c3)cc2)CC1	80	20	41	58	67	-63*	105	49	47
Cc1ccc(C2C3=C(NC(C)(C)NC3Nc3cccnc3)OC2C(=O)c2ccc(N=[N+]=[N-])cc2)cc1 (centres undefined)	106	107	104	96	90	107	115	105	103
CC(C)=CCCC1=C2[C@H](C[C@@]3(C)[C@H]2C[C@@H](O)[C@H]2[C@@]4(C)CC[C@@H](O)[C@@H](C)[C@@H]4CC[C@@]23C)OC1=O	98	104	97	94	72	89	81	92	98
N#Cc1c(N2CCN(Cc3ccccc3)CC2)nc(=S)[nH]c1-c1ccccc1	103	110	116	136	112	131	85	109	98
CCN(Cc1cccc(CN(CC)C(=O)C(Cl)Cl)c1)C(=O)C(Cl)Cl	104	114	95	97	.	106	96	102	111
OC1CSSC1Cn1cnc2c(Nc3ccc(F)c(Cl)c3)ncnc21 (centres undefined)	115	68	97	74	69	68	88	93	60
CC(=O)c1cc2c(N)c(C(=O)Nc3cccc(Cl)c3)sc2nc1C	113	93	83	78	73	46	87	79	91
COc1ccc2[nH]c(O)c(N=NC(=O)c3ccc(NS(C)(=O)=O)cc3)c2c1	107	114	109	109	89	113	112	100	93
O=C1c2ccccc2C(=O)N1c1ccc2ccccc2c1	104	99	101	109	105	112	101	95	98
C/C(=N\NC(=O)c1nc(N)n(-c2ccc(S(N)(=O)=O)cc2)n1)c1ccc(N2CCOCC2)cc1	102	92	100	101	84	98	99	100	92

Reprinted from the part before: four compounds; new compounds follow.
SMILES	OVCAR-5	OVCAR-3	OVCAR-8	NCI-H322M	NCI-H522	NCI-H460	NCI-H226	NCI/ADR-RES	NCI-H23
CC(=O)c1cc2c(N)c(C(=O)Nc3cccc(Cl)c3)sc2nc1C	113	93	83	78	73	46	87	79	91
COc1ccc2[nH]c(O)c(N=NC(=O)c3ccc(NS(C)(=O)=O)cc3)c2c1	107	114	109	109	89	113	112	100	93
O=C1c2ccccc2C(=O)N1c1ccc2ccccc2c1	104	99	101	109	105	112	101	95	98
C/C(=N\NC(=O)c1nc(N)n(-c2ccc(S(N)(=O)=O)cc2)n1)c1ccc(N2CCOCC2)cc1	102	92	100	101	84	98	99	100	92
CCc1nc(N)nc(N)c1C#CC(C)c1ccc(-c2ccncc2)cc1Cl (centres undefined)	58	19	21	38	-9.5*	5.0*	57	22	16
CCOC(=O)Nc1cccc(-n2cnc3cc(-c4ccc(O)cc4)ccc32)c1	41	.	22	47	-13*	4.8*	33	7.1*	32
COc1cc(OC)cc(N2CCN(C(=O)Nc3nc4cc(F)ccc4nc3OC)CC2)c1	49	-12*	13	29	-4.0*	5.0*	43	-2.4*	20
CN1C(=O)/C(=C/c2ccc3ncsc3c2)NC1=NC12CC3CC(CC(O)(C3)C1)C2	7.2*	0.3*	16	9.7*	-47*	9.9*	-1.0*	11	-21*
O=C1c2ccccc2C(=O)N1Cc1cccc(I)c1	94	108	102	96	106	114	106	106	106
COc1ccc(C2C=C(c3ccc(N)cc3)N=C3SC=C(C)N32)cc1OC (centres undefined)	105	89	88	92	78	93	99	96	97
CC1=C(C(=O)c2ccccc2)CC(c2ccccc2)=NN1	62	118	113	99	85	103	98	59	83
Clc1ccccc1/C=C/c1nn2c(-c3cccc(Br)c3)nnc2s1	103	108	105	93	100	102	104	94	.
c1ccc2c(c1)COC(NNC1=Nc3ccccc3CO1)=N2	95	92	101	108	95	115	100	105	98
C=C(C)c1ccc(/C=N/NC(N)=S)cc1	120	101	82	111	103	100	86	98	103
O=S(=O)(NCCNc1nccc(-c2c(-c3cccc(F)c3)nc3occn23)n1)c1ccc(F)cc1	109	101	82	84	73	61	73	89	91
Cc1cc(N2CCC(N3CCCC3)CC2)nc(/N=C(\N)Nc2ccc(Cl)c(Cl)c2)n1	19	70	-9.2*	-31*	-66*	-68*	85	30	57
Cc1c(C(C)C)cc(C(C)C)c(CN(C)C)c1C	114	119	101	113	76	110	103	100	97
O=C1/C(=C\c2ccc(Cl)cc2)N=C(c2cnccn2)N1c1cccc2cccnc12	115	91	92	.	109	92	79	81	81
CC(C)=CCc1ccc(O)cc1	99	107	89	102	78	113	109	102	102
N#Cc1ccc(-c2nn(-c3ccc(C(=O)O)cc3)cc2CNc2ccc(F)cc2)cc1	106	82	99	96	84	107	101	92	92
O=S(=O)(NCCNc1nccc(-c2c(-c3cccc(F)c3)nc3sccn23)n1)c1ccc(Br)cc1	84	62	46	61	63	28	41	62	73
BrC/C=C/C[P+](c1ccccc1)(c1ccccc1)c1ccccc1	85	32	28	97	40	57	76	97	84
CC(C(=O)O)N1C(/N=C/c2ccc(Br)cc2)=NNC1(C)c1ccccc1O (centres undefined)	100	69	82	70	68	58	84	83	78
Nc1ccc(/C=N/Nc2ccnc3c(N)cccc23)c2cccnc12	14	-85*	-30*	-4.2*	-52*	-64*	89	9.2*	3.4*
Cc1nc2cc(Nc3nc(-c4ccc(Cl)cc4)nc(N4CCOCC4)n3)ccc2n1Cc1ccccc1	114	110	89	105	99	98	95	93	.
Cc1[nH]nc2c1C(c1ccccc1)N(Cc1ccccc1)OC2 (centres undefined)	93	106	101	103	91	111	94	96	94
CC(=O)OCC(=O)C1(O)CCC2C3CCC4CC(=O)CCC4(C)C3C(=O)CC21C (centres undefined)	97	112	92	100	88	104	91	104	105
O=S(=O)(c1ccccc1)n1ccc2c1-c1oncc1CCC2	101	110	102	108	117	100	.	104	100
COc1cc2nc(-c3ccc(-c4nn[nH]n4)cc3)[nH]c(=O)c2cc1OC	99	112	105	176	96	115	106	101	94

Reformatted with two lines to a compound: four of the compounds above
The line under a structure holds: OVCAR-5, OVCAR-3, OVCAR-8, NCI-H322M, NCI-H522, NCI-H460, NCI-H226, NCI/ADR-RES, NCI-H23
- CC(C)=CCc1ccc(O)cc1
  99, 107, 89, 102, 78, 113, 109, 102, 102
- N#Cc1ccc(-c2nn(-c3ccc(C(=O)O)cc3)cc2CNc2ccc(F)cc2)cc1
  106, 82, 99, 96, 84, 107, 101, 92, 92
- O=S(=O)(NCCNc1nccc(-c2c(-c3cccc(F)c3)nc3sccn23)n1)c1ccc(Br)cc1
  84, 62, 46, 61, 63, 28, 41, 62, 73
- BrC/C=C/C[P+](c1ccccc1)(c1ccccc1)c1ccccc1
  85, 32, 28, 97, 40, 57, 76, 97, 84

Next compounds follow:
SMILES	OVCAR-5	OVCAR-3	OVCAR-8	NCI-H322M	NCI-H522	NCI-H460	NCI-H226	NCI/ADR-RES	NCI-H23
O=S(=O)(CCCl)c1ccc(Cl)cc1	83	54	39	91	33	71	61	90	80
N#C/C(=C\c1ccc(N2CCCCC2)cc1)C(=O)Nc1sc2c(c1C#N)CCC2	94	.	100	99	93	75	88	96	94
COc1ccc2c(c1)c(-c1nc(-c3cn(C)c4ncccc34)cs1)cn2C(=O)OC(C)(C)C	108	112	71	100	112	102	98	64	92
CC(=O)Oc1ccc(I)cc1C(=O)O	104	109	89	100	82	96	84	110	103
COc1ccccc1CNCCCN1C(=O)c2ccc3c4c(ccc(c24)C1=O)C(=O)N(CCCNCCCN)C3=O	38	-19*	-24*	1.9*	-76*	-26*	39	34	-63*
O=C(O)c1cn(C2CC2)c2cc(N3CCN(C(=O)c4cc(-c5ccccc5)nc5ccccc45)CC3)c(F)cc2c1=O	96	103	94	.	95	101	97	99	93
Fc1cc(-c2nnc3n2NC(=Nc2ccc(Cl)cc2)CS3)c(Cl)cc1Cl	80	92	95	100	76	97	122	88	79
Cn1cc(-c2csc(-c3cn(CCCN4CCCCC4)c4ccc(F)cc34)n2)c2cccnc21	92	93	95	87	103	96	92	89	89
CCN(CC)CCN(CC)c1ccccc1	95	107	106	102	99	109	99	115	107

An excerpt of these results, as a markdown table:
| mol | OVCAR-5 | OVCAR-3 | OVCAR-8 | NCI-H322M | NCI-H522 | NCI-H460 | NCI-H226 | NCI/ADR-RES | NCI-H23 |
| --- | --- | --- | --- | --- | --- | --- | --- | --- | --- |
| CCN(Cc1cccc(CN(CC)C(=O)C(Cl)Cl)c1)C(=O)C(Cl)Cl | 104 | 114 | 95 | 97 | . | 106 | 96 | 102 | 111 |
| CC(=O)Nc1ccc2cnn(C(C)=O)c2c1 | 106 | 109 | 112 | 89 | 102 | 103 | 90 | 102 | 100 |
